Assay outcomes deposited in PubChem by Broad Institute.
Xi reactivation – activators of inactive X chromosome reactivation, primary screen, imaging, XiGFP fibroblasts, GFP high-content imaging, set 2 | activation, % at 7.58 µM | 0.055% of 360,000 active | XiGFP mouse fibroblasts, % GFP-positive cells imaging, 3 d; cells co-treated with 5-aza-dC sensitizer; scaled so ellipticine positive control = 100% | AID 743238, 2013;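 active = mean normalized replicate activation at least 10% and every replicate at or above 10%; inconclusive = only one of the two criteria met; inactive = mean below 10% and not all replicates reach 10%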;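 also: 0% = median of on-plate neutral control wells and 100% = ellipticine 6 µM median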
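material = 68-5-11 XiGFP fibroblast line | medium = DMEM plus 5-aza-dC sensitizer | schedule = 3 days compound exposure | benchmarks = positive control ellipticine, 6 µM final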
PGC1a acetyl inh – inhibitors of PGC1a acetylation signal, primary screen, cell-based, U2OS, AlphaScreen, inhibitor mode | AlphaScreen anti-acetyl-lysine; with virally co-expressed GCN5 acetyltransferase | inhibition, % at 15.6 µM | 0.17% of 350,000 active;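 active = every replicate shows inhibition of at least 40%; inconclusive = mean inhibition at least 40% but some replicate below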;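 also: 0% = neutral control wells and 100% = positive control wells; some results beyond the cut were filed as inactive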
SIRT5 block – SIRT5 desuccinylase inhibitors, primary screen, biochemical, fluorescence imaging, single point, set 5. 1.1% of 330,000 active. NAD-dependent protein deacylase sirtuin-5, mitochondrial (Homo sapiens), Q9NXA8. inhibition, % at 15 µM. Purified SirT5, succinyl-peptide AMC, trypsin-coupled fluorescence; in the data active = inhibition above about 15%; inconclusive = no clear call, values can overlap the other calls
Statin myotox sup – suppressors of statin myotoxicity in C2C12 myotubes, primary screen, cell-based, single point, plate reader | C2C12 myotubes + simvastatin, ATP luminescence, 48 h; scaled: DMSO 0, geranylgeraniol control 100 | rescue of ATP level, % at 7.49 µM | 0.78% of 330,000 active;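 active = mean ATP rescue above about 67%, or every replicate alone reaching that limit, limit read from the data, passing the limit was not always enough; inconclusive = no clear call, values can overlap the other calls; inactive = mean under the limit and some replicate under it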;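 also: myotubes were challenged with 10 µM simvastatin during compound exposure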
Cneo AK release – Cryptococcus neoformans cell lysis inducers, primary screen, AK release luminescence, single concentration; C. neoformans lysis, adenylate kinase release luminescence, 4 h; normalised: neutral wells 0, clomiphene wells 100; lysis activity, % at 15 µM; 0.2% of 360,000 active;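 active = mean lysis activity across replicates of at least 80%, whatever share of replicates individually reach that level; inactive = mean lysis activity below 80%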
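Test system: log-phase Cryptococcus neoformans yeast cells. Input: 5 × 10^6 yeast cells/mL. Medium: fresh YPD growth medium. Doses: single dose. Incubation: static 4 h at 37 °C with compound, 1 h detection. Measured by: luminescent adenylate kinase detection reagent. Read-out: signal increase indicating cell lysis. Benchmarks: Clomiphene.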
ERAP1 HTS inh – human ERAP1 aminopeptidase inhibitors, primary screen, biochemical, single point, plate reader | Endoplasmic reticulum aminopeptidase 1 (Homo sapiens), Q9NZ08 | recombinant ERAP1, Leu-AMC fluorescence, 60 min | inhibition, % at 10.7 µM | 0.15% of 340,000 active | AID 652197, 2013;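 active = mean replicate inhibition of at least 30%, or all replicates individually reaching that 30% level; inactive = mean below 30% and not every replicate reaching it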;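 also: 0% = neutral control wells and 100% = L-leucinethiol positive control wells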
Target sequence (Q9NZ08 whole entry, looked up): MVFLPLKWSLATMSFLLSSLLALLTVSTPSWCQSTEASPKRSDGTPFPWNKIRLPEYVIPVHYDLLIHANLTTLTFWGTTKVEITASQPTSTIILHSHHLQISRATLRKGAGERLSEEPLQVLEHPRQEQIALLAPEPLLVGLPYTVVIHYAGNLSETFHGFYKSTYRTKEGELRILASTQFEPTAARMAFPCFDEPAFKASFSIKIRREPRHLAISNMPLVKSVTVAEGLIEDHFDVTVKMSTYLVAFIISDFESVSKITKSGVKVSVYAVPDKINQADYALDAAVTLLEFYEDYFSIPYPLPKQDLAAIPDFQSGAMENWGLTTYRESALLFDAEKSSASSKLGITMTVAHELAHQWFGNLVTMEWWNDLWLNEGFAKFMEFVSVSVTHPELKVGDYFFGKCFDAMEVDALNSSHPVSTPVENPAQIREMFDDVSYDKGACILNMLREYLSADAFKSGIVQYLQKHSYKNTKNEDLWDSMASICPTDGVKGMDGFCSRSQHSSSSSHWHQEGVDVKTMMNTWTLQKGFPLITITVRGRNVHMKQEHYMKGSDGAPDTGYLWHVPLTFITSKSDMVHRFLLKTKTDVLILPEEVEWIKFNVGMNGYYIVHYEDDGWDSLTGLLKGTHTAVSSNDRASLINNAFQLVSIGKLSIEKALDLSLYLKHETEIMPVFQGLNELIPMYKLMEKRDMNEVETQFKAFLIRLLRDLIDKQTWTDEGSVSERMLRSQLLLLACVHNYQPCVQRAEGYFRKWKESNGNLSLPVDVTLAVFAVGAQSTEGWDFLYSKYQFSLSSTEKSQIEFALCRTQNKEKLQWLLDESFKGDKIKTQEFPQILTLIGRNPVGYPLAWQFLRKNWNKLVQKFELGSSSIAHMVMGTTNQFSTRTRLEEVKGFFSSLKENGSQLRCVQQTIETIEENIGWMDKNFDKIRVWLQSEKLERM
LGR2 antag – inhibitors of bursicon-induced LGR2 CRE-luciferase signal, primary screen, cell-based, HEK293, CRE-luciferase reporter, bursicon stimulation | inhibition, % at 9.99 µM | 0.35% of 380,000 active | Drosophila bursicon receptor LGR2 (rickets) | bursicon-stimulated, 4 h;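 active = drop in luminescence signal, shown as inhibition above about 50% in the replicate tests, limit read from the data, passing the limit was not always enough; inconclusive = probably only some replicates passing the limit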;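 also: agonist challenge used bursicon conditioned medium at about half maximal strength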
S100A4 inh HTS – inhibitors of S100A4-myosin IIA peptide binding, primary screen, biochemical, fluorescence polarization, TAMRA-MyoIIA peptide; inhibition, % at 10.7 µM; 0.14% of 360,000 active;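 active = mean inhibition of at least 70% across replicates, with every replicate also reaching that level; inconclusive = mean inhibition reaches 70% but some replicates fall short; inactive = mean inhibition below 70%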
Target sequence (P26447 whole entry, looked up): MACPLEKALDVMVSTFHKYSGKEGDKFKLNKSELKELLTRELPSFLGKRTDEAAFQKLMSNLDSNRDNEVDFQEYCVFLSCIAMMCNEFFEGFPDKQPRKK
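incubation = readout 5 min after mixing, signal stable up to 60 min | system = S100A4 monomer protein | buffer or medium = HEPES pH 7.2 with CaCl2, KCl, NaCl, DTT, Triton | benchmarks = neutral control DMSO, positive control TFP | also added = fluorescent myosin IIA peptide, 5 nM | compound dosing = one concentration per compound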
* = called active by the depositor; ? = inconclusive; nt = not tested or not shown. Some of the compounds tested; count on the stated rates, not on these rows.

SMILES	Xi reactivation	PGC1a acetyl inh	SIRT5 block	Statin myotox sup	Cneo AK release	ERAP1 HTS inh	LGR2 antag	S100A4 inh HTS
COCc1c(C(=O)Nc2ccc3nc(N4CCOCC4)sc3c2)oc2ccccc12	0.0	-5	2	1	0	4	8	-5
C[C@H]1CN([C@@H](C)CO)S(=O)(=O)c2ccc(-c3cncnc3)cc2O[C@@H]1CN(C)C(=O)CC1CC1	-0.9	7	-12	6	0	-2	2	-12
O=C(C[C@@H]1CC[C@@H](NC(=O)c2cccc(F)c2)[C@@H](CO)O1)Nc1nccs1	0.0	9	8	3	16	-1	-12	4
COc1ccc(S(=O)(=O)Nc2ccc3c(c2)C(=O)N([C@@H](C)CO)C[C@@H](C)[C@@H](CN(C)S(=O)(=O)c2ccc(OC)cc2)OCCCC[C@H](C)O3)cc1	0.0	-15	nt	nt	-10	nt	9	nt
COc1ccc(C(=O)NC(=S)Nc2ccc3oc(=O)ccc3c2)cc1[N+](=O)[O-]	0.0	nt	2	-27	-1	2	4	1
CCOC(=O)C1C2C=CC3(CN(Cc4ccccc4)C(=O)C13)O2 (stereo unspecified)	0.0	2	11	7	20	4	12	2
Cc1nc(SCC(=O)c2cc3ccccc3oc2=O)c(C#N)c(-c2ccccc2)c1C(=O)Nc1ccccc1	0.1	-3	-2	nt	0	-2	0	5
COc1ccc(NC(=O)Nc2ccc3c(c2)[C@H]2C[C@H](CC(=O)O)O[C@@H](CO)[C@H]2O3)cc1	0.1	2	-2	5	-2	0	-1	11
COC(=O)c1cc(C(=O)OCC(=O)NC(=O)NCc2ccccc2)cc([N+](=O)[O-])c1	0.0	7	-2	6	3	1	18	-4
COc1cc2c(cc1OC)CN(C1CCCN(Cc3cc(Cl)ccc3O)C1)CC2 (stereo unspecified)	0.4	-17	-1	-3	2	-5	nt	-5
C[C@H]1CCCCO[C@H](CN(C)Cc2ccncc2)[C@@H](C)CN([C@@H](C)CO)C(=O)c2cc(N(C)C)ccc2O1	-0.7	8	-3	7	-3	0	1	0
COc1ccc(F)cc1S(=O)(=O)n1nc(C)cc1C	0.0	-5	-1	0	-2	-2	18	-7
CCC(C)(C)n1nnnc1C(c1cc2cc(C)cc(C)c2[nH]c1=O)N1CCN(C(=O)c2ccco2)CC1 (stereo unspecified)	nt	-4	nt	3	0	-10	-2	1
CCN(C#N)c1nc(NC(C)C)nc(NC(C)C)n1	nt	-12	1	-3	0	1	nt	3
CC(NC(=O)C1CCCC1)c1ccccc1 (stereo unspecified)	0.0	nt	-2	10	0	-1	-6	-3
CCN(CC)S(=O)(=O)c1ccc(N=NC2=C(O)CCCC2=O)cc1	0.1	-1	-2	nt	0	5	4	-4
COc1cccc2[nH]c3c(=O)n(CCCN4CCOCC4)cnc3c12	-0.5	-2	-22	nt	0	3	-1	5
O=C(Nc1c(-c2ccc3c(c2)OCO3)[nH][nH]c1=O)c1cnccn1	0.2	10	-2	16	-4	3	0	-1
O=C(NCC1CC1)[C@@H]1C[C@H]1[C@@H](NP(=O)(c1ccccc1)c1ccccc1)c1ccccc1	0.0	15	-1	8	-1	3	-3	-5
CCNC(=O)CCc1nc(-c2ccc(C)cc2)no1	0.0	2	1	nt	3	-2	nt	-4
CC(C)(C)OC(=O)NC(Cc1ccccc1)C(=O)N1CCCC1C(=O)O (stereo unspecified)	0.1	nt	-1	-10	-1	-2	-2	-3
O=C(CSc1nccc(-c2cccs2)n1)Nc1ccc(Cl)cc1	0.0	-8	-1	8	nt	5	-7	-5
O=C(NC1CCCCC1)N1CC2(C1)[C@H](c1ccccc1)[C@@H](CO)N2S(=O)(=O)Cc1ccccc1	0.0	-4	4	nt	nt	0	10	10
CCn1c(/C=C/c2c(C)n(CC)c3ccccc23)nc2ccccc2c1=O	0.6	nt	-3	nt	9	-3	nt	3
COc1ccccc1-n1cc(CN2CCN(C3CCCC3)C(CCO)C2)cn1 (stereo unspecified)	0.0	nt	-4	nt	nt	-2	-16	0
SMILES	Xi reactivation	PGC1a acetyl inh	SIRT5 block	Statin myotox sup	Cneo AK release	ERAP1 HTS inh	LGR2 antag	S100A4 inh HTS
CC(C)NC(=O)N(C)C[C@@H]1Oc2ccc(NC(=O)Cn3cnnn3)cc2CC(=O)N([C@H](C)CO)C[C@H]1C	0.2	1	nt	-2	-5	-1	-2	-16
Cc1noc(C)c1S(=O)(=O)N(C)C[C@H]1OCc2ccccc2-c2ccccc2C(=O)N([C@H](C)CO)C[C@H]1C	0.3	7	-3	-14	-2	1	0	-13
Cc1ccc(NC(=O)C(C)Sc2nnc3n2CCCCC3)cc1S(=O)(=O)N1CCOCC1 (stereo unspecified)	-0.1	-3	nt	6	1	-7	3	1
O=C(C1CCCCC1)N1C[C@@H](O)[C@H](n2cc(-c3ccc(F)cc3)nn2)C[C@@H]1c1ccc(Cl)cc1	-0.2	4	0	1	nt	5	16	3
CC(=O)c1ccc(NC(=O)C(C)N(C)CC(=O)Nc2cccc(F)c2)cc1 (stereo unspecified)	-0.1	-10	-6	nt	nt	0	11	-2
OCC1(Cc2ccc(F)cc2)CCCN(CCc2ccccc2)C1 (stereo unspecified)	0.4	20	2	4	11	1	-2	-8
C=CCNC(=O)[C@@H]1[C@H]2C(=O)O[C@H](c3ccccc3)[C@H](c3ccccc3)N2[C@H](c2ccc(OCCO)cc2)[C@@]12C(=O)N(C(=O)OCCOC)c1ccc(C#Cc3ccc(OC)cc3)cc12	nt	1	0	nt	-9	0	nt	1
Cc1nc2sccn2c(=O)c1S(=O)(=O)N1CCN(c2ccc(F)cc2)CC1	0.1	-21	11	-5	0	5	-5	-5
COc1ccc(S(=O)(=O)Cc2ccc(C(=O)NCCCN3CCc4ccccc4C3)o2)cc1	0.0	-5	nt	-2	0	nt	31	-2
N#C[C@@H]1[C@@H](c2ccc(C3=CCCCC3)cc2)[C@@H](CO)N1C(=O)NC1CCCC1	-0.1	2	1	nt	nt	-5	19	?
CO[C@H]1CN(C)C(=O)c2cc(NC(=O)c3ccc(F)cc3)ccc2OC[C@H](C)NC[C@@H]1C	0.1	2	nt	4	0	nt	-16	nt
C[C@]12C=CC(=O)C=C1CC[C@@H]1[C@@H]2[C@@H](O)C[C@@]2(C)[C@H]1CC[C@]2(O)C(=O)COC(=O)CCC(=O)O	-0.1	nt	-6	9	-1	-1	-17	-9
CCCS(=O)(=O)NC(=O)C1(C)CCN(C(=O)c2cccs2)C1 (stereo unspecified)	0.2	40	20*	0	3	-4	2	-5
O=C(CCn1c(=O)sc2ccccc21)NCCC1=CCCCC1	nt	-1	-2	3	-1	2	0	-2
Cc1nnc(SCC(=O)N(C)CC(=O)Nc2ccc(F)cc2)n1Cc1ccccc1	-0.3	nt	-5	nt	nt	4	8	-3
CCC(=O)N1CC2(CCN(C(=O)Nc3ccccc3F)CC2)c2c([nH]c3cc(OC)ccc23)[C@@H]1CO	0.0	nt	2	nt	nt	-2	-1	8
O=C(NCC1CC1)[C@@H]1[C@@H](CO)[C@@H]2Cn3c(ccc(-c4cccnc4)c3=O)[C@H]1N2Cc1nccs1	0.0	nt	-31	-6	54	0	-5	-1
C=CCOc1ccc(C2=NOC(C(=O)Nc3ccc4c(c3)OCCO4)C2)cc1 (stereo unspecified)	0.0	nt	-5	5	nt	1	-26	-12
COCC(=O)Nc1ccc2c(c1)[C@@H]1C[C@H](CC(=O)NCC(F)(F)F)O[C@H](CO)[C@@H]1O2	0.0	-6	1	-5	46	-2	0	4
CCc1nnc(NC(=O)CSc2nc3[nH]ncc3c(=O)[nH]2)s1	0.1	nt	-3	-4	0	-3	nt	-2
CC1C(=O)C(C)C(c2cc(Cl)ccc2O)NC1c1cc(Cl)ccc1O (stereo unspecified)	0.3	nt	1	-14	2	0	-9	-2
CN(C)/C=C(\C=O)c1cccc(Cl)c1	0.1	-5	2	-1	nt	5	-2	-3
Cc1nnc(SCC(=O)NNC(=O)COc2ccc(Cl)cc2)n1C	0.1	3	0	19	5	-2	10	-1
Cc1ccc2c(c1)C(c1ccncc1)=NNC(c1ccccc1)=N2	2.2	-2	0	-9	7	2	-1	-1
CN1C(=O)c2cc(NC(=O)Nc3ccccc3)ccc2OC[C@@H]2O[C@@H](CC(=O)NC3CCC3)CC[C@@H]21	0.2	-12	2	7	-6	2	4	-1
SMILES	Xi reactivation	PGC1a acetyl inh	SIRT5 block	Statin myotox sup	Cneo AK release	ERAP1 HTS inh	LGR2 antag	S100A4 inh HTS
COCCNC(=O)[C@@H]1[C@@H](CO)[C@@H]2Cn3c(ccc(-c4ccc(F)cc4)c3=O)[C@H]1N2C	0.3	nt	-7	-8	2	0	-14	12
O=Cc1sc(=O)n(Cc2cccc(C(=O)O)c2)c1Cl	0.0	10	2	2	1	5	8	-5
CC(C)(C)n1nc(C2CC2)cc1NC(=O)Nc1ccccc1	0.1	nt	nt	nt	nt	-4	6	-4
O=C(NC[C@@H]1[C@H](c2ccccc2)[C@H](CO)N1Cc1ccccn1)C1CCCC1	0.3	-10	nt	-8	-1	nt	3	nt
CCc1ccc(NC(=O)/C(C#N)=C/c2ccncc2)cc1	0.0	nt	-4	-1	1	-1	8	-2
C[C@H](CO)N1C[C@H](C)[C@H](CN(C)Cc2ccccn2)Oc2ncc(-c3ccc(F)cc3)cc2C1=O	-0.9	4	-7	0	9	1	7	13
Cc1cc2nc(-c3ccc[nH]c3=O)n(Cc3ccccc3F)c2cc1C	0.0	0	-17	0	-1	19	-6	6
Cc1c(Cl)ccc2sc(NC(=O)CN3C(=O)c4ccccc4C3=O)nc12	0.6	-1	-5	0	1	-3	nt	-4
O=Cc1ccc(Oc2nc(Cl)ncc2F)cc1	0.1	-4	-3	6	1	6	8	-1
COc1cccc(-c2ccc3c(c2)[C@@H]2[C@@H](CCN2S(=O)(=O)c2cn(C)cn2)[C@@H](CO)N3)c1	0.2	-10	0	-70	-9	1	-15	4
CC1(C)N=C(/C=N/O)CN1O	nt	10	nt	11	-1	nt	19	nt
COc1ccc(CNS(=O)(=O)c2c(C)[nH]c(C)c2C(=O)N2CCCC2)cc1	0.1	-6	-1	40	-2	1	8	-2
O=C(O)[C@H]1[C@H](CO)[C@H]2Cn3c(ccc(-c4cccc(F)c4)c3=O)[C@H]2N1C(=O)c1ccccn1	0.3	nt	nt	-6	1	nt	-7	nt
Cc1ccc(-n2ncc(C(=O)NCC3CCN(C4CCCC4)C3)c2C2CCN(C(=O)OC(C)(C)C)CC2)cc1C (stereo unspecified)	0.0	6	0	-4	2	-2	19	-5

SIRT5 block: entries above that show a hit.
SMILES | PGC1a acetyl inh | SIRT5 block | ERAP1 HTS inh | LGR2 antag | S100A4 inh HTS
CCCS(=O)(=O)NC(=O)C1(C)CCN(C(=O)c2cccs2)C1 (stereo unspecified) | 40 | 20* | -4 | 2 | -5
